# QS inhibitor – inhibitors of bacterial quorum sensing in S. aureus; S. aureus RN6390 RNAIII-GFP reporter, AIP-induced, flow cytometry 3 h; inhibition, % at 2 µM; 0.3% of 24,000 active; AID 527;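 active = share of bacteria positive for the green fluorescent reporter and its mean brightness both inhibited by 50% or more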;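 also: 0% = AIP-stimulated control and 100% = unstimulated bacteria without AIP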
# QS inhibitor GFP MFI % – second read-out of QS inhibitor, no call of its own (marks repeat the call); inhibition, %; measured here: inhibition of GFP MFI
# Numbers without * were called inactive. An excerpt, so the mix of outcomes need not match the whole.
SMILES,QS inhibitor,QS inhibitor GFP MFI %
C=CCn1c(C)cc(C(=O)CSc2nc3ccccc3o2)c1C,0,8
Cc1ccc(-c2cc(C(=O)NCc3ccc4c(c3)OCO4)no2)cc1,0,3
CCCOC(=O)C1C2C=CC3(CN(c4ccc(Cl)c(F)c4)C(=O)C13)O2 (configuration not stated),-2,-16
Cn1c(=O)c2ncn(CC(=O)NCCOc3ccc(C(C)(C)C)cc3)c2n(C)c1=O,-2,-5
Cc1cccc(C)c1NC(=O)N1CCN(C2CCCCC2)CC1,6,4
O=C(NCc1cccnc1)c1nnc(Cc2ccc(F)cc2)o1,-5,-8
Cc1ccc(Cl)c(Nc2ccccc2C(=O)O)c1Cl,-13,-17
CCOCCCNC(=O)Cn1cc2c(n1)CCCC2,0,8
CC1=C(C(=O)OC2CCCCCC2)C(c2ccc(C)o2)C2=C(CCCC2=O)N1 (configuration not stated),-2,0
CC(C)NS(=O)(=O)c1cccc2nsnc12,9,26
COc1ccc(C2CC(=O)N3CN(c4ccc(C)c(Cl)c4)CSC3=C2C#N)cc1 (configuration not stated),0,10
Cn1c(C(=O)N2CCN(C(=O)c3ccco3)CC2)cc2c(=O)n3ccccc3nc21,-2,-24
CCOC(=O)C(C)n1cnc2c(cnn2-c2ccc(Cl)cc2)c1=O (configuration not stated),-1,-4
COc1ccc(N(CC(=O)Nc2ccc3c(c2)OCO3)S(=O)(=O)c2c(C)nn(C)c2C)cc1,-1,-2
CCOC(=O)C1CCN(c2cc(=O)n(-c3ccccc3Cl)c(=O)[nH]2)CC1,-6,-25
CN1CCCN(C(=O)c2cc(=O)[nH]c3ccccc23)c2nc3ccccc3nc21,0,2
CCn1c(=NC(=O)CSC(C)=O)sc2ccccc21,4,10
COc1ccccc1C(=O)OCn1nnc2ccccc2c1=O,1,0
CC(C)c1nc(=S)n(-c2ccccc2)[nH]1,-4,-12
CCOc1ccc(CCNC(=O)C(CC)n2nc(C)n3c(cc4sccc43)c2=O)cc1OCC (configuration not stated),0,-4
O=C(Oc1ccc2ccc(OC(=O)N3CCOCC3)cc2c1)N1CCOCC1,0,5
C[C@]12C[C@H](O)[C@H]3[C@@H](CCC4=CC(=O)CC[C@@]43C)[C@@H]1CC[C@@H]2C(=O)CO,0,0
Cc1occc1C(=O)Nc1ccccc1NC(=O)c1ccoc1C,0,3
c1cc(-c2nc3ccccc3o2)nc(-c2nc3ccccc3o2)c1,0,32
COc1cccc(C2CC(c3cccc(OC)c3)n3nc(N)nc3N2)c1 (configuration not stated),0,-13

# Two records drawn at random from those above, as already listed:
SMILES,QS inhibitor,QS inhibitor GFP MFI %
Cn1c(=O)c2ncn(CC(=O)NCCOc3ccc(C(C)(C)C)cc3)c2n(C)c1=O,-2,-5
COc1ccc(N(CC(=O)Nc2ccc3c(c2)OCO3)S(=O)(=O)c2c(C)nn(C)c2C)cc1,-1,-2

# Carrying on.
SMILES,QS inhibitor,QS inhibitor GFP MFI %
c1cc(-c2nc3cc(Oc4ccc5oc(-c6ccncc6)nc5c4)ccc3o2)ccn1,2,9
CCCCC[C@H](O)/C=C/[C@@H]1[C@@H](CCCCCCC(=O)O)[C@@H](O)C[C@H]1O,1,18
Cc1nc(/N=C(\N)Nc2ccccc2)nc2ccccc12,0,-18
COc1ccccc1-c1c(C)nn2c(C)cc(C)nc12,-1,-1
O=C(CC(CC(=O)c1ccccc1)C(=O)O)c1ccccc1,-2,-23
CCOC(=O)c1c(N)sc(C(=O)N2CCOCC2)c1C,-2,-12
CCN(CC)c1ccc(NC(=O)CN2CCN(CC(=O)Nc3ccc(F)cc3)CC2)cc1,3,10
CCOC(=O)C(NC(=O)CC)(Nc1ccc(S(=O)(=O)Nc2ncccn2)cc1)C(F)(F)F (configuration not stated),2,3
CC(=O)c1ccc(NC(=O)c2noc3c2CCCCC3)cc1,17,44
Cc1ccc(S(=O)(=O)NCC(=O)N(CC(=O)NC2CCCCC2)Cc2ccco2)cc1,1,2
COc1ccc(N2C(=O)CCC(C(=O)N3CCC(C(N)=O)CC3)C2c2ccc(F)cc2)cc1 (configuration not stated),-2,-26
CC1CCN(S(=O)(=O)c2ccc(Br)s2)CC1,0,0
COc1ccc(OC)c(Nc2nc(-c3cccs3)cs2)c1,8,44
CC(C)CCNC(=O)CCNS(=O)(=O)c1ccc(Cl)cc1,2,8
CCOC(=O)c1ccc(NC(=O)Nc2ccn(C)n2)cc1,0,30
Cc1nc2c3ccccc3n(CC(=O)c3ccc(F)cc3)c(=O)n2n1,-2,-6
CC1CCc2nn(CC(=O)NCCCN3CCOCC3)cc2C1 (configuration not stated),-1,-28
Cc1cccc(CCNC(=O)C2CCN(S(=O)(=O)c3c(C)nn(C)c3C)CC2)c1,-4,-14
O=C(CCn1c(=O)oc2ccccc21)NCCN1CCc2ccccc2C1,0,-2
CCOC(=O)CSc1nc2ccccc2n1CC(=O)N1CCN(c2ccccc2)CC1,-3,-8
O=C(NCCCN1CCOCC1)c1ccc(CS(=O)(=O)Cc2ccccc2Cl)o1,1,1
O=C(CSc1nnc(CNC(=O)c2c(F)cccc2Cl)o1)c1ccccc1,-2,5
CC1CCCCC1NC(=O)c1ccc(N2CCCC2=O)cc1 (configuration not stated),0,-9
Cc1nc2ccccc2n1CCc1nc2c3ccccc3nc(SCC(=O)NCc3ccco3)n2n1,-4,-20
Cc1cc(=O)oc2cc(OCC#N)ccc12,-4,-19

# Structural class: the compounds so far with a COOH group.
SMILES,QS inhibitor,QS inhibitor GFP MFI %
Cc1ccc(Cl)c(Nc2ccccc2C(=O)O)c1Cl,-13,-17
CCCCC[C@H](O)/C=C/[C@@H]1[C@@H](CCCCCCC(=O)O)[C@@H](O)C[C@H]1O,1,18
O=C(CC(CC(=O)c1ccccc1)C(=O)O)c1ccccc1,-2,-23

# Continuation:
SMILES,QS inhibitor,QS inhibitor GFP MFI %
COCCCN(C(C)=O)c1nc(-c2ccccc2)cs1,0,-8
COc1ccccc1-c1cc(C(=O)NCc2ccccc2)no1,6,24
Cn1c(=O)c2c(nc(NCc3ccccc3)n2CCCc2ccccc2)n(C)c1=O,-1,-6
Cc1ccc(-c2nnc3n2N=C(c2ccccc2)CS3)cc1,3,12
CCOC(=O)C1CCCN(C(=O)C2CCN(S(=O)(=O)c3cccs3)CC2)C1 (configuration not stated),-3,-48
CCN(CC)S(=O)(=O)c1ccc(-c2nnc3sc4cccc(C)c4n23)cc1,0,0
O=C1NCCN1CCNS(=O)(=O)c1ccc2ccccc2c1,0,12
COc1cccc(NC(=O)NCc2cccn2C)c1,-3,-8
CCN1CCN(c2ncc(C(=O)N3CCN(c4ccccc4OC)CC3)c3ccccc23)CC1,-1,-11
Cc1noc(C)c1S(=O)(=O)N1CCC(C(=O)Nc2ccc(OC(F)(F)F)cc2)CC1,-1,-45
CC(=O)c1nnn(-c2nc(N3CCCC3)nc(N(c3ccccc3)c3ccccc3)n2)c1C,2,0
O=C(NC1(O)C(=O)c2ccccc2C1=O)c1ccccc1,-4,-31
CS(=O)CSc1nc2c(cc1C#N)CCCC2 (configuration not stated),-2,2
CCOc1ccc(NC(=O)C2C3C=CC4(CN(C(C(=O)OC)C(C)C)C(=O)C24)O3)cc1 (configuration not stated),0,-16
CCN(CC)C(=O)CSc1ncnc2c1nnn2-c1ccc(OC)cc1,2,3
Cc1noc(C)c1S(=O)(=O)N1CCCC(C(=O)N2CCN(C3CCCCC3)CC2)C1 (configuration not stated),-2,-35
CCOC(=O)COc1ccc2c(c1)C(=O)CC(C)(c1cccnc1)O2 (configuration not stated),-1,-18
COc1ccc(-c2cc(C(F)(F)F)n3nc(C)cc3n2)cc1,0,-1
Cc1ccc(C(=O)CSc2nnc(CNc3ccc(C)cc3C)o2)cc1,-1,0
Nc1nc2n(n1)C(c1c(F)cccc1Cl)CC(c1ccc(F)cc1)N2 (configuration not stated),-3,-6
Nc1ccccc1NC(=O)c1ccccc1,-4,-14
CN(C)CCNC(=O)c1cc2c(=O)n(C)c3ccccc3c2n1C,18,22
Cc1nc2ccc(NC(=O)NCc3ccco3)cc2s1,2,12
O=C(CSCc1ccccn1)Nc1ccccc1,-1,-11
COc1ccc(N2CCN(CCNC(=O)c3c(C)cc(=O)oc3C)CC2)cc1,-2,-18

# New compounds follow:
SMILES,QS inhibitor,QS inhibitor GFP MFI %
Cc1ccc(NC(=O)C2CCCN(S(=O)(=O)c3cnc[nH]3)C2)cc1C (configuration not stated),0,3
CCOC(=O)C1CCN(C(=O)CCn2c(=O)[nH]c3ccsc3c2=O)CC1,-1,0
O=c1[nH]c(N2CCc3ccccc32)nc2c1CCCC2,2,-17
Cc1nc(C)c(C(=O)C2=C(O)C(=O)N(CCN3CCOCC3)C2c2ccco2)s1 (configuration not stated),-2,-9
Cc1cccc(NC(=O)COc2nsnc2N2CCOCC2)c1,-4,-8
COc1ccc(N=C2C(=O)Nc3ccccc32)cc1,0,8
O=C(Nc1ccc2c(c1)OCO2)c1cnc2n(c1=O)CCS2,2,-1
O=C(NCC1CCCO1)c1cccc(N2CCCC2=O)c1 (configuration not stated),3,-16
CSc1nc(-c2ccco2)nn1S(=O)(=O)c1ccc(C)cc1,-4,-9
O=C(c1ccco1)N1CCN(C(=O)c2cccc3c2C(=O)N(C2CCCCC2)C3)CC1,-6,-20
CCCCCSc1nncc(=O)[nH]1,1,-7
Cc1cc2nc3c(nc2cc1C)C1(C(=O)O)CCC3(C)C1(C)C (configuration not stated),-1,-5
COc1ccc(N2C(=O)CCC(C(=O)N3CCOCC3)C2c2ccc(F)cc2)cc1 (configuration not stated),0,5
Fc1ccc2nc3[nH]c4ccccc4c3nc2c1,-2,1
Cc1nc2ccc(S(=O)(=O)N(C)CC(=O)NCc3ccc4c(c3)OCO4)cc2s1,-1,-28
CC1=C(C(=O)Nc2cccnc2)C(c2ccc(C(C)C)cc2)n2ncnc2N1 (configuration not stated),0,2
CCOC(=O)CN1C(=O)COc2ccc(C(C)(C)C)cc21,1,2
O=C(Nc1ccc(Cl)cc1F)c1ccc(COc2c(F)c(F)c(F)c(F)c2F)o1,-2,-19
CCN1CCN(C(=O)c2cc3c(s2)-c2ccccc2S(=O)(=O)C3)CC1,3,10
CC(C)Sc1nc2c(c(=O)n1-c1ccc(F)cc1)SCC2,0,-2
O=C(Cc1ccsc1-c1ccccc1)NO,5,17
COc1ccc(C)cc1NC(=O)C1CCCN(S(=O)(=O)c2cnc[nH]2)C1 (configuration not stated),5,11
CCc1ccc(-c2nc(CN3CCC(C(=O)NCCN(CC)c4ccccc4)CC3)c(C)o2)cc1,10,31
O=C(c1ccc(COc2ccc(F)cc2)o1)n1cccn1,0,2
Cc1cccc(N2CN=c3s/c(=C\c4ccncc4)c(=O)n3C2)c1,1,6

# Single records, from the list above. Order of screens: QS inhibitor	QS inhibitor GFP MFI %
# Cc1cccc(NC(=O)COc2nsnc2N2CCOCC2)c1 in the list: -4	-8
# Cc1nc(C)c(C(=O)C2=C(O)C(=O)N(CCN3CCOCC3)C2c2ccco2)s1 (configuration not stated) in the list: -2	-9
# CSc1nc(-c2ccco2)nn1S(=O)(=O)c1ccc(C)cc1 in the list: -4	-9
# CC(C)Sc1nc2c(c(=O)n1-c1ccc(F)cc1)SCC2 in the list: 0	-2
# Cc1nc2ccc(S(=O)(=O)N(C)CC(=O)NCc3ccc4c(c3)OCO4)cc2s1 in the list: -1	-28

# Continued:
SMILES,QS inhibitor,QS inhibitor GFP MFI %
CCN(CC)S(=O)(=O)c1ccc2c(c1)nc(SCC(=O)NC1CC1)n2-c1ccccc1OC,4,9
Cc1ccc(S(=O)(=O)N2CCC(C(=O)N3CCC(C(=O)NCc4cccnc4)CC3)CC2)cc1,-4,-9
O=C(NCc1ccc(F)cc1)c1ccc(CS(=O)(=O)Cc2ccc(F)cc2)o1,2,10
CCc1nn(-c2cc(Cl)ccc2OC)c2c1C(=O)CCC2,-10,-23
CCOC(=O)N1CCC(NC(=O)CCC(=O)c2ccccc2)CC1,0,14
CCc1ccc(N2CC34C=CC(O3)C(C(=O)OC(C)C)C4C2=O)cc1 (configuration not stated),-1,-4
CCOC(=O)c1ccc2c(c1)NC(=O)C(N1CCN(c3ccc(OC)cc3)CC1)S2 (configuration not stated),3,6
CCOC(=O)N1CCN(CCC(=O)c2ccc(Cl)cc2)CC1,4,38
CC1CN=C(N(C(=O)Nc2ccccc2)c2ccc(S(=O)(=O)N3CCOCC3)cc2)S1 (configuration not stated),-1,-3
O=c1oc2ccccc2n1CCc1ccccc1,0,-10
COC(=O)c1cc(=O)nc2scc(C)n12,0,-1
COC(=O)c1cc(S(=O)(=O)N2CCC(C)CC2)ccc1F,-2,-3
c1ccc2[nH]c(SN3CCOCC3)nc2c1,1,4
CCCCC(O)(C(NC=O)C(=O)OC)C(F)(F)F (configuration not stated),-1,-6
Cc1cccc(-c2noc(CN(C(=O)c3c(-c4ccccc4Cl)noc3C)C(C)C)n2)c1,7,16
COC(=O)c1nc(N)sc1-c1ccccc1,-3,-6
COc1ccccc1OCC(=O)N1CCN(c2ccccc2OC)CC1,0,-12
CCOC(=O)C1CCN(C(=O)CCCCn2c(=O)[nH]c3ccccc3c2=O)CC1,-1,-56
CC(C)CC(=O)N1CCN(S(=O)(=O)c2ccc(F)cc2)CC1,0,4
CCc1ccccc1OCCCCCNCCO,0,4
Clc1ccc(Cc2nn3c(-c4ccncc4)nnc3s2)cc1,0,5
Cc1cccc(N2CCN(C(=O)CCNS(=O)(=O)c3ccc4c(c3)CCC(=O)N4)CC2)c1C,4,3
